USP1 inh: blocks the human USP1/UAF1 deubiquitinase complex | Potency, µM (series often up to 57.1 µM), inactives show at the highest dose activity change, negative = inhibition, usual class: inhibitors | recombinant USP1/UAF1, Ub-Rhodamine cleavage fluorescence | 0.23% of 390,000 active; also: potency is read from the fitted curve at half-maximal effect; % is scaled to controls: 0 for no effect and ±100 for the full control effect; nearly all actives have a fitted effect of over 60% in size; inactives centre near -12
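1 nM enzyme complex + cpd, 15 min RT; start with Ub-Rho 150nM final; kinetic fluorescence ex 480/em 540, 6 reads q60 s. Buffer 50mM HEPES pH 7.8, 0.5mM EDTA, 0.1 mg/ml BSA, 1mM TCEP, 0.01% Tween-20.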
Vif-A3G inh: Vif-A3G binding inhibition; 0.076% of 410,000 active; Potency, µM (titrated, usually from 46.1 µM), without a hit: at the highest dose activity, negative = active, actives largely listed as inhibitors; HeLa A3G-eYFP + Vif (tagged APOBEC3G with the HIV-1 protein that degrades it), YFP fluorescence, overnight; Q9HC16;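 also: potency is read from the fitted curve at half-maximal effect; % is scaled to controls: 0 for no effect and ±100 for the full control effect; nearly all actives have a fitted effect of over 60% in size; hits raise eYFP signal because A3G escapes Vif-driven loss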
Target sequence (Q9HC16 whole entry, looked up): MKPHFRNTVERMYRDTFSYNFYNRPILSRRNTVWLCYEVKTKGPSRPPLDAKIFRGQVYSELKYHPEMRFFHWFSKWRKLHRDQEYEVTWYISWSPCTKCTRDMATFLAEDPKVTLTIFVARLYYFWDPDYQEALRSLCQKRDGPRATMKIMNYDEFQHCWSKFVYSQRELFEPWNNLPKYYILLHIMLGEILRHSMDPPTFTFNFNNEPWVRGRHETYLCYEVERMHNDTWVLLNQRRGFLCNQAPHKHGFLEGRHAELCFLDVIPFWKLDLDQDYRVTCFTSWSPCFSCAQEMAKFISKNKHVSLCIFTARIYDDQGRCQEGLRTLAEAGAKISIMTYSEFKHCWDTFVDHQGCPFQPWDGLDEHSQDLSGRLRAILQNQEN
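HeLa cells stably expressing Vif and C-terminally eYFP-tagged A3G, seeded overnight at 37 deg C, then exposed to compound by pintool overnight at 37 deg C. Rise in yellow fluorescence (Ex 488/Em 500-530, Acumen) marks blocked Vif-driven A3G degradation.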
PI4K2A block: PI4K2A (human) kinase inhibition; Q9BTU6; purified PI4K2A, ADP-Glo luminescence, 1 h; active compounds read low; activity change, negative = inhibition, % at 76.9 µM; 0.13% of 420,000 active; in the data active = activity change below about -50%; inconclusive = mostly about -30% to -49%;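 also: -100% = wells without enzyme as full effect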
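In this quantitative HTS, ADP production by PI4K2A was quantified luminescently after 1 h at ambient temperature; 100 microM adenosine served as plate-quality control.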
GRP78 ERSR act: inducers of ER stress response in human glioma cells | Potency, µM, for the others: at the highest dose activation, most hits filed as activators | AID 602332 | U87-MG GRP78 promoter luciferase reporter, 16 h | 0.02% of 420,000 active; also: potency is read from the fitted curve at half-maximal effect; series mostly up to about 76 µM; % of control where 0% means no effect; nearly all actives have a fitted effect of over 35% in size
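ERSR induction read as luciferase luminescence (Bright-Glo, 10 min at room temperature) in stably transfected human U87-MG glioma cells exposed to compounds for 16 h, using GRP78 as sensor.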
Vif-APOBEC3F blk: inhibitors of Vif-A3F interaction. HeLa A3F-eYFP + Vif (tagged APOBEC3F with the HIV-1 protein that degrades it), YFP fluorescence increase. Potency, µM (top dose mostly 46.1 µM), for inactives: top-dose activity, negative = active. 0.2% of 390,000 active; also: potency is read from the fitted curve at half-maximal effect; % of control where 0% means no effect; nearly all actives have a fitted effect of over 65% in size
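HeLa cells stably expressing A3F-eYFP plus Vif, plated and incubated overnight at 37 deg C, then exposed to compounds overnight at 37 deg C. Blocked degradation read as raised yellow fluorescence (Ex 488/Em 500-530).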
IDH1 R132H inh: inhibitors of human mutant IDH1 R132H; Potency, µM (doses to about 76.6 µM), for the others: at the top dose activity change, negative = inhibition, hits mostly inhibitors; 0.093% of 390,000 active; O75874; IDH1-R132H enzyme, NADPH consumption, diaphorase/resazurin fluorescence; also: potency is read from the fitted curve at half-maximal effect; % is scaled to controls: 0 for no effect and ±100 for the full control effect; nearly all actives have a fitted effect of over 65% in size
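IDH1-R132H (0.5 ug/mL) preincubated 30 min with compound, then NADPH (0.016 mM) and alpha-KG (2 mM) added; 80 min at RT, pH 7.5. Remaining NADPH coupled via diaphorase/resazurin to fluorescence (540/590 nm); concentration-response curves normalized to no-enzyme control.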
RXFP1 ag: RXFP1 (human) receptor agonism. AID 2676. 0.3% of 370,000 active. Potency, µM (top dose mostly 57.5 µM), for the others: at the highest dose activation, actives largely listed as activators. HEK293T-RXFP1 cAMP TR-FRET, 30 min; response scale: percent of porcine relaxin response, buffer zero. Q9HBX9; also: potency is read from the fitted curve at half-maximal effect; % is scaled to controls: 0 for no effect and ±100 for the full control effect; nearly all actives have a fitted effect of over 60% in size; many of its hits are not listed in these tables
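HEK293 cells stably expressing RXFP1, treated 30 min at 37C with compounds plus PDE4 inhibitor Ro 20174; cAMP measured by HTRF TR-FRET. Normalized to buffer and 29 nM porcine relaxin; EC50 by Hill fit.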
TrxR1 substrate: rat thioredoxin reductase 1 substrate activity | O89049 | purified TrxR1 substrate turnover, NADPH consumption readout | Potency, µM (highest dose often 114 µM), without a hit: at the highest dose activity change, negative = substrate turnover | 0.01% of 390,000 active; also: potency is read from the fitted curve at half-maximal effect; % is scaled to controls: 0 for no effect and ±100 for the full control effect; nearly all actives have a fitted effect of over 50% in size
Target sequence (O89049 whole entry, looked up): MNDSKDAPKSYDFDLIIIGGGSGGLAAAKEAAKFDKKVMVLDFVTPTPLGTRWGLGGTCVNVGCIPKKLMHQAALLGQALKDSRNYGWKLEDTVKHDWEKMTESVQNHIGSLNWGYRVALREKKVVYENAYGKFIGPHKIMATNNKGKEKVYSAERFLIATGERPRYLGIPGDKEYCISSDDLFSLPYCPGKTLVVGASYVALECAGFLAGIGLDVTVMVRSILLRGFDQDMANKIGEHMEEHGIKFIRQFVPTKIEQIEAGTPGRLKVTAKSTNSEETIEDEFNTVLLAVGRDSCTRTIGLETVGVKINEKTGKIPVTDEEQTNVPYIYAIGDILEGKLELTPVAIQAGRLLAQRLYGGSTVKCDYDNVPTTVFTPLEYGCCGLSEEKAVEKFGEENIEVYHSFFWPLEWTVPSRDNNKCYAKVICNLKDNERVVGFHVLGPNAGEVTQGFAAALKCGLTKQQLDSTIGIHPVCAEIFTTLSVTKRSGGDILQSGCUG
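Rat TrxR1, dispensed at 90 nM, was prereduced with 400 uM NADPH (final) for 5 min at ~22 deg C, then incubated with compound 15 min before 400 uM selenite. A first-read NADPH fluorescence drop versus no-compound background flagged substrates.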
LDHA block: LDHA (human) enzyme inhibition | P00338 | purified LDHA, NADH/diaphorase-resazurin fluorescence; active compounds read low | activity change, % (values are at about 110 or 230 µM) | 0.15% of 480,000 active | AID 1347041; in the data active = activity change below about -30%; inconclusive = mostly about -25% to -30%;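 also: plate controls were DMSO wells for no effect and wells without enzyme for full effect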
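Resorufin fluorescence (ex540/em590), read at 0 and 20 min after diaphorase/resazurin addition, reports the NADH left after a 5 min room-temperature reaction of 2 nM human LDH5 with 0.06 mM NADH and 0.2 mM pyruvate.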
* marks the source's active call; other numbers are inactive results; u = inconclusive; x = not tested or not shown; & = joins results of further samples; [ ] = remark or other dose. Unless noted, calls follow the shape of the dose curve; as a rule, active = well fitted curve in the direction sought with a large enough effect; inconclusive = small, poorly fitted or top-dose-only effect, or another doubt; inactive = no such curve, though single readings can be large; an effect the other way counts as inactive or inconclusive. Only part of the results is shown; rates above refer to the full screens.

Results follow in this order: USP1 inh	Vif-A3G inh	PI4K2A block	GRP78 ERSR act	Vif-APOBEC3F blk	IDH1 R132H inh	RXFP1 ag	TrxR1 substrate	LDHA block
1) COc1ccc([N+](=O)[O-])cc1CSc1ccccn1
 : -23%	-7%	-3	2%	-9%	2%	5.1%	1%	1
2) Nc1ccccc1Nc1c(F)c(F)nc(F)c1Cl
 : -25%	-1%	-1	-2%	-6%	-1%	4.2%	-3%	0
3) Cc1cc(Nc2ccccc2C)nc(-n2nc(C)cc2C)n1
 : u	4%	-1	0%	u	-6%	7.2%	6%[57.1 µM]	-1
4) Cc1ccc(NC(=O)CSc2nnc(-c3n[nH]c4ccccc34)n2-c2ccccc2)c(C)c1
 : -8%	-12%	-2	-3%	1%	-1%	1.2%	-10%	-9
5) O=C(CCNC(=O)c1ccc(Br)cc1)NNC(=O)C1COc2ccccc2O1 (stereo not drawn)
 : -6%	-6%	2	-2%	-7%	2%	0.5%	-2%	-11
6) O=C(Nc1ccccc1)C(=O)c1c[nH]c2ccccc12
 : u	-3%	-6	-3%	5%	9%	4.9%	-3%[57.1 µM]	-3
7) CCCCOCc1cc(CN2CCN(c3cccc(Cl)c3)CC2)c(O)c2ncccc12
 : -20%	x	0	x	x	x	-1.8%	10%	5
8) CCCN(C(=O)CSc1nc(C2CC2)n(-c2ccccc2)n1)C1CCS(=O)(=O)C1 (stereo not drawn)
 : -3%	-7%	-20	-3%	-14%	-11%	-0.6%	0%	0
9) COc1ccc([N+](=O)[O-])cc1CSc1nnc(NC(C)=O)s1
 : 2%	3%	0	-3%	5%	3%	2.5%	6%[57.1 µM]	-9
10) O=C1CC(c2cccs2)c2ccc3ccccc3c2N1 (stereo not drawn)
 : -23%	-14%	1	7%	-5%	2%	-1.0%	-1%	0
11) CCOC(=O)C1=C(CC)OC(N)=C(C#N)C1c1ccc(OC)c(C)c1OC (stereo not drawn)
 : -9%	-2%	-2	-5%	1%	-4%	2.6%	-9%	0
12) N#C/C(=C\c1cccs1)C(=O)N1CCOCC1
 : -12%	-1%	1	-1%	14%	11%	-0.7%	-5%[57.1 µM]	-3
13) COc1ccc(OC)c(CCNC(=O)c2c3c(nc4ccccc24)C(=O)N(C2CCCCC2)C3)c1
 : -7%	0%	1	-3%	0%	-4%	-0.8%	-5%[57.1 µM]	-10
14) CC1CN(CC(=O)NN=C(c2ccccc2)c2ccccc2)CC(C)O1 (stereo not drawn)
 : 1%	0%	0	-4%	2%	0%	2.1%	-6%	-15
15) COC(=O)c1ccc(C(=O)OC)c(NC(=O)c2cc3nc(-c4ccc(C)cc4)cc(C(F)(F)F)n3n2)c1
 : u	2%	-1	-1%	-2%	18%	u	-3%	-15
16) CC(=O)Nc1ccc(NC(=O)C(Cc2ccccc2)NS(=O)(=O)c2ccc3c(c2)oc(=O)n3C)cc1 (stereo not drawn)
 : -14%	-3%	-4	-1%	1%	-11%	-0.8%	5%	1
17) COC(=O)c1c(NC(=O)CN2C(=O)C(=O)N(CC(C)C)C2=O)sc(C)c1C
 : -6%	0%	1	-5%	-4%	3%	-2.9%	-13%	-10
18) COc1ccc(CCNC(=O)COc2cc(O)c3c(c2)OC(C)(C)CC3=O)cc1
 : -10%	2%	2	-3%	-5%	10%	4.4%	-3%[57.1 µM]	2
19) C=CCn1c(SCC(=O)NCC(=O)OCC)nnc1-c1cccc(OC)c1
 : -7%	-2%	-5	3%	3%	4%	0.3%	9%	-1
20) Cc1ccc(C)c(OC(=O)c2ccncc2)c1
 : -3%	-1%	-7	-2%	-3%	10%	1.8%	-8%	-2
21) CCn1c2ccc(F)cc2c2nnc(SCCN3CCCCC3)nc21
 : -31%&5%	-1%&4%	3&2	6%&-6%	-4%&0%	0%&-3%	16%&25%	2%	3&-7
22) CCCOc1ccc(C(=O)Nc2ccc(CN3CCOCC3)cc2)cc1
 : -6%	0%	-7	-4%	3%	1%	0.5%	8%[57.1 µM]	0
23) CCCCNC(=O)c1ccc(NS(=O)(=O)c2ccccc2)cc1
 : -15%	2%	-1	-4%	5%	11%	3.8%	-7%	-9
24) CCOC(=O)c1ccc(NC(=O)Cn2ncc3c(C)n(Cc4ccccc4F)c(C)c3c2=O)cc1
 : -13%	-6%	1	0%	-5%	-9%	3.6%	8%	-1
25) CCOc1cc(S(=O)(=O)NCc2ccncc2)c(C)cc1C
 : -12%	0%	2	-4%	-7%	0%	0.7%	4%	-7
26) O[C@@H](c1cc(C(F)(F)F)nc2c(C(F)(F)F)cccc12)[C@H]1CCCCN1
 : -26%	-15%&-2%	0&-2	-11%&-12%&-12%	8%	-3%	0.0%	4%&-7%	-8&-1
27) O=C(CSc1nncn1-c1ccccn1)Nc1cccc(Cl)c1
 : -11%	-5%	3	-4%	1%	0%	-0.5%	3%	-2
28) Cc1ccc(S(=O)(=O)Nc2cc3c(C(=O)OCc4ccccc4)c(C)oc3c3ccccc23)c(C)c1
 : -27%	-14%	0	0%	-13%	-3%	3.9%	5%	9
29) O=C(COC(=O)C1=COCCO1)NC1CCCCCCC1
 : -17%	0%	-1	3%	10%	7%	1.2%	-15%	-1
30) CCCCn1c(=O)[nH]c(=O)c2c1nc(-c1ccc(C)c([N+](=O)[O-])c1)n2CC
 : -21%	0%	-3	0%	-2%	0%	0.3%	-1%	1
31) O=C(Nc1ccc(F)cc1)c1ccc(-n2cnnc2)cc1
 : -20%	1%	-4	-2%	2%	12%	1.6%	8%[57.1 µM]	3
32) COCCCNc1ccn2nc(-c3ccccc3)cc2n1
 : x	2%	-9	-10%	x	x	x	x	-2
33) COc1ccc(CNC(=O)C(C)N2CCN(S(=O)(=O)c3ccccc3F)CC2)cc1 (stereo not drawn)
 : -15%	-1%	-3	-1%	-9%	2%	0.0%	-2%	0
34) Cc1ccc(-c2cc(C(=O)Nc3c(C(=O)c4ccc(C)c(F)c4)oc4ccccc34)no2)cc1
 : -22%	-1%	4	-2%	0%	1%	5.2%	-3%	-5
35) CCc1ccc(-c2nnn(CCC(=O)OC)n2)cc1
 : -8%	-1%	2	-12%	-2%	-3%	0.5%	-1%	-4
36) COc1ccc(C(=O)NC(=S)NNC(=O)c2cccc(C)c2)cc1
 : -14%	-6%	-6	u	-8%	0%	x	-5%	-3
37) CCOc1ccccc1NC(=O)C1CCCN(S(=O)(=O)c2c(C)[nH]c(=O)[nH]c2=O)C1 (stereo not drawn)
 : -1%&-15%	0%&1%	5&-2	-2%&-4%	-12%&-7%	-1%&14%	1.5%&-1.2%	13%[57.1 µM]	-2&-9
38) CC(C(=O)N1c2ccccc2CC1C)N1CCN(S(=O)(=O)c2ccccc2F)CC1 (stereo not drawn)
 : -12%	-1%	-11	-2%	7%	1%	-0.5%	8%	-20
39) COc1ccccc1N1CCN(C(=O)CSc2nc3ncnc(N)c3[nH]2)CC1
 : u	-4%	-2	-1%	-19%	1%	2.0%	11%	-1
40) CC(C)n1nnnc1SCC(=O)c1c(N)n(C2CC2)c(=O)[nH]c1=O
 : -12%	1%	2	-2%	2%	3%	0.3%	1%	-8
41) O=C(Nc1ccc2c(c1)nc1n2CCOC1)c1ccco1
 : -18%	-8%	-3	-10%	x	3%	0.3%	-5%	-1
42) CCCCNC(=S)N/N=C/c1cc(C)ccc1C
 : -6%	0%	-1	11%	-4%	1%	4.6%	-14%	0
43) CCn1c(COc2ccccc2)nnc1SCC(=O)C(C)(C)C
 : 0%	0%	-4	-3%	1%	1%	1.1%	-7%	0

Reformatted: entries from further up.
1) COc1ccc([N+](=O)[O-])cc1CSc1ccccn1
2) Nc1ccccc1Nc1c(F)c(F)nc(F)c1Cl

Compound	1	2
USP1 inh	-23%	-25%
Vif-A3G inh	-7%	-1%
PI4K2A block	-3	-1
GRP78 ERSR act	2%	-2%
Vif-APOBEC3F blk	-9%	-6%
IDH1 R132H inh	2%	-1%
RXFP1 ag	5.1%	4.2%
TrxR1 substrate	1%	-3%
LDHA block	1	0

Structural class, those above with an NH in an aromatic ring.
Results follow in this order: USP1 inh	Vif-A3G inh	PI4K2A block	GRP78 ERSR act	Vif-APOBEC3F blk	IDH1 R132H inh	RXFP1 ag	TrxR1 substrate	LDHA block
4) Cc1ccc(NC(=O)CSc2nnc(-c3n[nH]c4ccccc34)n2-c2ccccc2)c(C)c1
 : -8%	-12%	-2	-3%	1%	-1%	1.2%	-10%	-9
6) O=C(Nc1ccccc1)C(=O)c1c[nH]c2ccccc12
 : u	-3%	-6	-3%	5%	9%	4.9%	-3%[57.1 µM]	-3
30) CCCCn1c(=O)[nH]c(=O)c2c1nc(-c1ccc(C)c([N+](=O)[O-])c1)n2CC
 : -21%	0%	-3	0%	-2%	0%	0.3%	-1%	1
37) CCOc1ccccc1NC(=O)C1CCCN(S(=O)(=O)c2c(C)[nH]c(=O)[nH]c2=O)C1 (stereo not drawn)
 : -1%&-15%	0%&1%	5&-2	-2%&-4%	-12%&-7%	-1%&14%	1.5%&-1.2%	13%[57.1 µM]	-2&-9
39) COc1ccccc1N1CCN(C(=O)CSc2nc3ncnc(N)c3[nH]2)CC1
 : u	-4%	-2	-1%	-19%	1%	2.0%	11%	-1
40) CC(C)n1nnnc1SCC(=O)c1c(N)n(C2CC2)c(=O)[nH]c1=O
 : -12%	1%	2	-2%	2%	3%	0.3%	1%	-8

Source: PubChem BioAssay
